VIM-2 inhibitor: blocks Pseudomonas aeruginosa VIM-2 metallo-beta-lactamase. purified VIM-2, nitrocefin hydrolysis, epi-absorbance fluorescence. inhibition, % at 5.6 µM. 290,000 tested, 0.89% active. AID 1527;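 active = inhibition above the mean of all tested compounds plus 3 SD, cutoff set per screening run, cut at about 7.5% in these data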;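 note: red hydrolysis product quenches plate fluorescence so inhibitors raise well fluorescence; 0% = enzyme with DMSO and 100% = DMSO without enzyme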
NS3 helicase inh: blocks Hepatitis C virus NS3 helicase unwinding. NS3 helicase DNA unwinding, Cy5 molecular beacon fluorescence. inhibition, % at 10.9 µM. 290,000 tested, 0.56% active;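 active = inhibition above the mean of all tested compounds plus 3 SD, set per campaign, cut at about 35% in these data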;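 note: 0% = DMSO wells and 100% = thioflavine S control wells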
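Compound dosing – single dose, 10.9 µM nominal final, DMSO 0.8% final · System – NS3 helicase fragment of HCV · Buffer or medium – MOPS pH 6.5, MgCl2, DTT, Tween20, BSA · Signal – Cy5 beacon fluorescence read at start and 1 h · Also added – annealed dual-labelled DNA beacon duplex, ATP-started · Schedule – 1 h at 25 °C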
GPR7 antag: human neuropeptides B/W receptor 1 antagonism. P48145. GPR7-expressing cells, fluorescence antagonist assay. inhibition, % at 4.4 µM. 290,000 tested, 1.1% active. AID 1861; in the data active = inhibition above about 16%, passing the limit was not always enough;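 note: cells stimulated with the agonist NPW; 0% = agonist with vehicle and 100% = vehicle without agonist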
Target sequence (P48145 whole entry, looked up): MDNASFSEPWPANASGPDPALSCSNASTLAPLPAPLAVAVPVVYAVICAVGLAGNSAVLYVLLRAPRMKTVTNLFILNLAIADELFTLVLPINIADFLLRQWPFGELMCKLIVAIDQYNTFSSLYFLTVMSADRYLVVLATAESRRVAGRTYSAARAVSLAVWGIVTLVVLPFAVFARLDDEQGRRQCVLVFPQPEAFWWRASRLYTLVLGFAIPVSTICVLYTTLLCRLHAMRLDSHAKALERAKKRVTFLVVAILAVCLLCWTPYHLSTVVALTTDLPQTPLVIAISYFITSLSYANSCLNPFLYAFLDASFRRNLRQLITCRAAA
IMP-1 inhibitor: inhibitors of Pseudomonas aeruginosa IMP-1 metallo-beta-lactamase. purified IMP-1, nitrocefin hydrolysis, epi-absorbance fluorescence. inhibition, % at 5.6 µM. 290,000 tested, 0.45% active. AID 1556;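 active = inhibition above the mean plus 3 SD of all compounds in the same screening run, cut at about 4.5% in these data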;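 note: 0% = IMP-1 with DMSO and 100% = DMSO wells lacking enzyme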
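Assay system: purified IMP-1; Quantity: IMP-1 0.2 nM before substrate addition; Medium: HEPES buffer pH 7.1 with ZnSO4 and Brij 35; Incubation: 15 min enzyme–compound preincubation, then 25 min nitrocefin reaction, 25 °C; Signal: fluorescence quenching readout, ex 480/em 530 nm; Controls: DMSO with and without IMP-1; Repeats: singlicate testing.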
PHOSPHO1 block: inhibitors of human PHOSPHO1 phosphatase. inhibition, % at 13.3 µM. recombinant PHOSPHO1, absorbance phosphatase assay. 290,000 tested, 1.1% active; in the data active = inhibition above about 60%
Target sequence (Q8TCT1 whole entry, looked up): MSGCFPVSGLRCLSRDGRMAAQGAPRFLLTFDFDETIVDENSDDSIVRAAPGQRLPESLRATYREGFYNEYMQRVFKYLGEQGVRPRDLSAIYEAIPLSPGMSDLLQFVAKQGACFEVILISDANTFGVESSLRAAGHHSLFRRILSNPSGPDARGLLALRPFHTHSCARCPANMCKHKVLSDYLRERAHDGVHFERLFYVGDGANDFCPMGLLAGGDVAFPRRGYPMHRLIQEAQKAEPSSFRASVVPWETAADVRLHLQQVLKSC
FID counter: displaces DNA intercalator in HCV helicase counter-screen. 290,000 tested, 0.17% active. AID 1845. inhibition, % at 7.9 µM. DNA fluorescent intercalator displacement, fluorescence; in the data active = inhibition above about 37%;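 note: 0% = vehicle and 100% = reference compound; higher means more ethidium bromide displaced from hairpin DNA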
V1R ag counter: counter-screen for oxytocin receptor agonists: human V1a receptor agonists; P37288; CHO-V1R cells, Fluo-8 calcium fluorescence, agonist mode; 0% DMSO, 100% 3 nM vasopressin; activation, % at 3 µM; 320,000 tested, 0.25% active;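 active = activation above the mean activation of all tested compounds plus 3 SD, per screening run, cut at about 20% in these data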;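 note: signal is peak over basal fluorescence ratio across a 100 second FLIPR read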
OXTR agonist: activates the human oxytocin receptor. activation, % at 3 µM. 320,000 tested, 0.32% active. CHO-OTR cells, Fluo-8 calcium fluorescence; normalized: DMSO 0%, oxytocin 100%;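 active = activation above the mean of all tested compounds plus 3 SD, cutoff set per screening run, cut at about 20% in these data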;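 note: peak over basal fluorescence ratio from a 100 s FLIPR kinetic read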
GalR3 antagonist: human GalR3 antagonism. O60755. HEK293 GalR3-CNG cAMP membrane potential fluorescence; galR3 body fused to GalR1 C-terminus. inhibition, % at 3 µM. 360,000 tested, 0.44% active. AID 651719;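 active = inhibition above the screen-wide average plus 3 SD, cut at about 13% in these data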;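 note: forskolin and galanin both at EC90 stimulate the cells; cAMP rise reported by CNG channel membrane potential dye signal; 0% = forskolin plus galanin with DMSO and 100% = forskolin alone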
Target sequence (O60755 1-299 limits assumed): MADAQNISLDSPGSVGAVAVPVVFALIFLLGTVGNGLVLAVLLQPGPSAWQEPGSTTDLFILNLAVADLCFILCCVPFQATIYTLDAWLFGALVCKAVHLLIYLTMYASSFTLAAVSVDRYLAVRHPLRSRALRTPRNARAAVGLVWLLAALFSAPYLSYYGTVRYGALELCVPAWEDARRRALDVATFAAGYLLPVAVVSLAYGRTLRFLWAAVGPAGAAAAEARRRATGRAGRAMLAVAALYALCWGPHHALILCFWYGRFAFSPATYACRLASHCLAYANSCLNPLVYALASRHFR
The depositor's hits bear a star; x = not tested or not shown.

Second line of a record: VIM-2 inhibitor	NS3 helicase inh	GPR7 antag	IMP-1 inhibitor	PHOSPHO1 block	FID counter	V1R ag counter	OXTR agonist	GalR3 antagonist
COc1ccc(-c2csc(N(CCCN3CCOCC3)C(=O)c3ccco3)n2)cc1
 : -2.7	-7	3	-3.8	1	8	0.0	0.8	-6
Clc1ccc(-c2[nH]ncc2N=Nc2ccccc2)cc1
 : -2.4	-8	-24	-2.6	23	1	-0.5	-1.4	-4
Cc1ccc(NC(=O)CN2CCN(S(=O)(=O)c3cccs3)CC2)cc1S(=O)(=O)N(C)C
 : -0.4	-3	-2	-0.8	13	-22	-0.6	0.5	-1
O=C1N(CC(=O)N2CCc3ccccc32)CCN1Cc1ccccc1Cl
 : -3.4	-9	-3	-5.1	0	-20	-1.1	-3.0	-3
CN(C(=O)c1ccccc1)c1ccc(OCC(=O)NC2CCS(=O)(=O)C2)cc1 (stereo unspecified)
 : -1.9	1	-12	1.1	-14	0	0.0	1.7	-2
Cc1ccc(NC(=O)C2CC(=O)N/C(=N/N=C/c3ccco3)S2)cc1C (stereo unspecified)
 : -6.2	8	-6	-5.0	4	-4	3.0	2.9	x
Cc1csc(OCC(=O)Nc2ccc(C)c(C)c2)n1
 : -1.6	-11	-12	-2.6	14	-2	1.0	6.4	0
Cc1ccccc1OCC(=O)OCC(=O)c1ccc(-c2ccccc2)cc1
 : -2.9	-2	-1	-3.3	-19	-3	2.9	2.1	-3
CCc1ccc(/C=N/NC(=O)C(=O)NCCCN2CCOCC2)cc1
 : -4.0	6	-5	-4.5	-7	6	0.8	-1.3	4
Cc1cc(C)nc(SCC(=O)c2ccc(F)c(C)c2)n1
 : -1.1	-2	0	-3.4	x	-18	-1.1	-2.0	-5
CCc1nn(C(C)C(=O)NC(C)CCc2ccco2)c(=O)c2cc3occc3n12 (stereo unspecified)
 : -2.4	23	-11	-1.6	11	-37	0.6	-0.4	x
O=[N+]([O-])c1ccc(/C=N/Nc2nc(N3CCCCCC3)nc(N3CCCCCC3)n2)o1
 : -3.6	10	-4	-2.8	-45	-12	-1.6	-2.4	-2
C=CCn1c(COc2ccc(F)cc2)nnc1SCC(=O)c1c[nH]c2c(CC)cccc12
 : 0.7	0	0	-0.8	-5	-8	1.6	-0.5	-6
CCCC(=O)NC(NC1CCS(=O)(=O)C1)C(Cl)(Cl)Cl (stereo unspecified)
 : 0.7	-10	-16	-2.9	41	1	0.2	-0.2	-7
O=C(CN1CCCCCC1)Nc1ccc(Br)cn1
 : -1.1	2	-6	-2.8	24	-7	0.9	-1.1	-1
COc1ccccc1OCCC(=O)OCC(=O)Nc1ncc(Cl)cc1Cl
 : -0.2	6	-9	-2.2	12	-23	2.9	0.6	0
c1ccc(-n2nnnc2Oc2ccc(-c3nnco3)cc2)cc1
 : -1.2	-18	12	-0.8	x	-11	0.9	1.1	-3
Cc1ccccc1C(=O)NC(=S)NCC1CCCO1 (stereo unspecified)
 : 7.0	-1	4	-3.0	35	-3	0.2	-1.2	2
O=C(Nc1nnc(SCC(=O)N2CCCc3ccccc32)s1)c1ccccc1
 : 0.6	-9	-1	-4.0	16	-16	2.4	0.0	-2
CC(OC(=O)CCc1nc2ccccc2c(=O)[nH]1)C(=O)Nc1ccc2c(c1)OCO2 (stereo unspecified)
 : -5.4	4	-15	-2.6	49	-9	-1.9	2.2	-1
CCN(CC)C(=O)/C(=C/c1cn(S(=O)(=O)N(C)C)c2ccccc12)NC(=O)c1ccc(OC)cc1
 : -1.1	-11	-17	-1.9	-16	-17	0.2	-1.4	-8
COC(=O)[C@H]1C[C@@H]1[C@H](NC(=O)c1cnccn1)c1ccccc1
 : -2.7	7	14	0.8	-18	-3	0.1	0.5	-6
COCC(=O)N1CCN(c2cccc(C(F)(F)F)c2)CC1
 : -2.4	14	0	-4.1	41	7	0.6	0.1	-1
O=S(=O)(NCCOCC(F)(F)F)c1ccc2oc3ccccc3c2c1
 : -3.3	-9	5	-2.3	12	-17	5.4	5.9	-4
COc1cc2nc(Cl)nc(N3CCN(C)CC3)c2cc1OC
 : -0.9	-1	-21	-4.0	-20	7	0.1	0.1	x
COC(=O)c1ccc(COc2ccc(/C=C/C(=O)c3ccc(OC)c(CSCC(=O)O)c3)cc2OC)cc1
 : 0.1	14	-9	0.8	-9	-38	1.6	-1.1	-2
Cc1cc(=O)oc(C)c1C(=O)NCCC1=CCCCC1
 : -4.3	6	-8	-3.3	6	-7	0.6	0.6	4
Cc1sc2nc(SCC(=O)NCc3ccco3)n(Cc3ccccc3)c(=O)c2c1C
 : -3.2	12	6	-2.2	7	-29	-0.6	-1.5	-1
O=C(NC1CCC(NC(=O)C2CCCO2)CC1)C1CCCO1 (stereo unspecified)
 : -3.9	-3	-17	-4.2	20	0	x	x	x
COc1ccc(CCC(=O)Nc2sc(C(=O)N(C)C)c(C)c2C#N)cc1
 : -4.3	6	-3	-1.1	x	-23	x	x	0

(continued)
| Compound | VIM-2 inhibitor | NS3 helicase inh | GPR7 antag | IMP-1 inhibitor | PHOSPHO1 block | FID counter | V1R ag counter | OXTR agonist | GalR3 antagonist |
| --- | --- | --- | --- | --- | --- | --- | --- | --- | --- |
| CCOC(=O)C1CCCN(C(=O)CCCn2c(=O)c3cccn3c3cccnc32)C1 (stereo unspecified) | -1.3 | 0 | -13 | -3.8 | -1 | -23 | 0.0 | -0.3 | 3 |
| COc1ccc(N2CC(C(=O)Nc3ccccc3C(=O)NCc3ccco3)CC2=O)cc1 (stereo unspecified) | 0.0 | 2 | -2 | -1.2 | -15 | -17 | 1.9 | 0.2 | 1 |
| COc1cc2c(cc1OC)C(COc1ccc([N+](=O)[O-])cc1)N(C(C)=O)CC2 (stereo unspecified) | 0.5 | 1 | 23 | -1.5 | -15 | -24 | 1.9 | -1.4 | -10 |
| O=S(=O)(/N=C(\Nc1ccc(F)cc1)C(F)(F)F)c1ccccc1 | -0.7 | 2 | -12 | -2.7 | 18 | 2 | -0.4 | 0.0 | 1 |
| Cc1ccc(C(=O)Nc2ccc3ccccc3c2)cc1 | 0.3 | 0 | 6 | -1.4 | 34 | -5 | -0.2 | -1.5 | -7 |
| Cc1ccc(C2=NN(CC(=O)NCc3cccs3)C(=O)CC2)cc1 | -2.5 | -12 | -9 | -2.9 | 48 | -18 | -1.2 | -2.2 | -1 |
| CCC/C(O)=C1\C(=O)CC(c2ccccc2)CC1=NCCc1c(C)[nH]c2ccccc12 (stereo unspecified) | -0.8 | 8 | -20 | -3.0 | -16 | 4 | -0.8 | -1.0 | x |
| CC(C)(C)OC(=O)c1c(N)n(CCCN2CCCC2=O)c2nc3ccccc3nc12 | 0.1 | 5 | -7 | -2.6 | 7 | -30 | -0.1 | -1.0 | -1 |
| Cc1cc(=O)[nH]c(SCc2cccc(Br)c2)n1 | -0.4 | -6 | -3 | -4.2 | 12 | -9 | 0.9 | -1.1 | 2 |
| CNC(=O)c1[nH]nc2c1CCc1cc(OC)ccc1-2 | -4.3 | 3 | 4 | -2.8 | 15 | -10 | 0.0 | -0.1 | -12 |
| N#CCSc1nc2cc(C(=O)N3CCCC3)ccc2c(=O)n1Cc1ccccc1 | -1.7 | 10 | -6 | -2.4 | 38 | -14 | 2.0 | 0.8 | 0 |
| c1csc(Cc2nn3c(-c4n[nH]c5c4CCC5)nnc3s2)c1 | 13* | 2 | -6 | -0.5 | -42 | -17 | -0.9 | -0.1 | 0 |
| CC1CCN(Cc2c(O)ccc3c2O/C(=C\c2ccco2)C3=O)CC1 | -1.8 | 22 | -3 | 0.4 | -22 | -9 | 2.7 | 3.6 | x |
| O=C(Nc1cccc(-c2cscn2)c1)C1CCN(Cc2ccc(CO)o2)CC1 | -0.1 | 4 | -17 | 0.2 | 15 | 4 | 0.9 | 0.3 | -5 |
| Cc1cc(Nc2ccc(Cl)cc2)nc(N2CCOCC2)n1 | -1.2 | -10 | -9 | -1.6 | 46 | 2 | -0.6 | -2.4 | -6 |
| O=C(c1ccc(F)cc1)N1CCCN(c2nc(-c3ccccc3)ns2)CC1 | 1.3 | -12 | 11 | -2.7 | 3 | -31 | 4.6 | 2.3 | -4 |
| Cc1ccc(/C=C2\SC(=S)N(CCC(=O)NNC(=O)c3cccc(O)c3)C2=O)cc1 | -3.2 | 3 | -8 | -2.2 | 33 | -18 | 0.3 | 0.1 | -11 |
| COc1ccc(CN(C)C2CCN(C)CC2)cc1OC | -0.5 | 1 | -8 | -1.0 | 8 | 6 | 0.7 | 0.8 | -2 |
| CCCCCCC(=O)N1CCC(c2nc3c(nnn3Cc3ccccc3Cl)c(=O)[nH]2)CC1 | -0.9 | -2 | -22 | -3.2 | -10 | -21 | -0.9 | -2.1 | 0 |
| O=C(COc1ccc(F)cc1)NCCN1CCCC1 | -3.0 | 9 | 4 | -1.4 | 30 | 3 | 0.9 | 0.6 | -3 |
| CSc1ccc(C(=O)C2CCCN(C(=O)c3ccc(C)nc3)C2)cc1 (stereo unspecified) | -2.4 | -7 | -4 | -3.1 | 35 | -23 | 1.8 | -0.5 | -4 |
| Cc1c(Cl)c([N+](=O)[O-])nn1CC(=O)N1CCc2ccccc2C1 | -2.8 | -20 | -5 | -2.3 | 19 | 3 | -0.1 | -0.3 | 0 |
| COc1ccc(NS(=O)(=O)c2cc3c(cc2C)NC(=O)CO3)c(OC)c1 | -3.4 | -5 | -8 | -2.3 | 18 | -3 | 3.5 | 0.1 | x |
| CCCc1cc(SCC(=O)Nc2c(C)n(C)n(-c3ccccc3)c2=O)n2c(nc3ccccc32)c1C#N | 4.3 | 14 | -2 | 2.0 | 100* | -18 | -1.5 | -3.0 | 3 |
| O=C(CSCCO)N1CCc2ccccc21 | -2.5 | 10 | -12 | -0.6 | 4 | -12 | -0.5 | -1.3 | -4 |
| CCn1c(C)cc(O)cc1=O | -4.0 | -27 | -3 | -3.4 | 24 | -4 | 0.3 | -0.6 | -3 |
| Cc1nc(NC(=O)c2ccccc2)sc1-c1csc(Nc2ccc(F)cc2)n1 | -1.7 | -18 | -9 | -1.1 | -1 | 7 | -0.3 | -0.1 | x |
| Cc1ccccc1Nc1nc(N)nc(CSc2nc3ccccc3c(=O)n2CCCO)n1 | -2.9 | -10 | -10 | -1.8 | 14 | -20 | 1.0 | 1.6 | 2 |

Record cards (already shown). Order of values: VIM-2 inhibitor | NS3 helicase inh | GPR7 antag | IMP-1 inhibitor | PHOSPHO1 block | FID counter | V1R ag counter | OXTR agonist | GalR3 antagonist
Cc1ccc(NC(=O)C2CC(=O)N/C(=N/N=C/c3ccco3)S2)cc1C (stereo unspecified) in the list: -6.2 | 8 | -6 | -5.0 | 4 | -4 | 3.0 | 2.9 | x
O=C(CN1CCCCCC1)Nc1ccc(Br)cn1 in the list: -1.1 | 2 | -6 | -2.8 | 24 | -7 | 0.9 | -1.1 | -1
O=S(=O)(NCCOCC(F)(F)F)c1ccc2oc3ccccc3c2c1 in the list: -3.3 | -9 | 5 | -2.3 | 12 | -17 | 5.4 | 5.9 | -4

Screens: PubChem BioAssay, several laboratories
